# CCHF vOTU inh: CCHFV vOTU protease inhibitors, primary screen, biochemical, Pep-AMC substrate, fluorescence. inhibition, % at 11.5 µM. Crimean-Congo hemorrhagic fever virus L polyprotein viral ovarian tumor (vOTU) protease …. AID 651958, 2012. hit rate 0.55% among 370,000; also: 0% = vehicle wells with enzyme and 100% = no enzyme wells
# PrPC TRFRET: inhibitors of human cell surface prion protein PrPC, primary screen, cell-based, TR-FRET. hit rate 0.43% among 370,000. AID 720596, 2013. Major prion protein (Homo sapiens), P04156. TR-FRET read-out. inhibition, % at 13.8 µM; in the data active = inhibition above about 24%; also: 0% = median of the test wells and 100% = reference compound wells
# Mtb FBA inh: Mtb FBA enzyme inhibitors, primary screen, biochemical, fluorescence, strain H37Rv; hit rate 2.3% among 360,000; inhibition, % at 1 µM; Fructose-bisphosphate aldolase (Mycobacterium tuberculosis (strain ATCC 25618 / H37Rv)), …; purified M. tuberculosis FBA, fluorescence read-out; in the data active = inhibition above about 27%;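 also: 0% = vehicle and 100% = reference inhibitor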
# Target sequence (P9WQA3 whole entry, looked up): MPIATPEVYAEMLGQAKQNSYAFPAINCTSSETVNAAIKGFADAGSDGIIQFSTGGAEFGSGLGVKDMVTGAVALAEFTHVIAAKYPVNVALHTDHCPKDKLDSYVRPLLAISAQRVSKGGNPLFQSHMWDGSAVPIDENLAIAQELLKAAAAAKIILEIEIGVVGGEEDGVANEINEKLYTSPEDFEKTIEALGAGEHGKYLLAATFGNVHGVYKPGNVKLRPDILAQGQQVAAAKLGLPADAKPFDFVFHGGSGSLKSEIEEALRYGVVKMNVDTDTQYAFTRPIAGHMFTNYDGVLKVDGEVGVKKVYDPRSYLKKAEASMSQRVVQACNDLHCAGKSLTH
# Mtb UGM inh: M. tuberculosis UGM enzyme inhibitors, primary screen, biochemical, fluorescence polarization, single point | UDP-galactopyranose mutase (Mycobacterium tuberculosis (strain ATCC 25618 / H37Rv)), … | purified UGM, fluorescence polarization probe displacement | inhibition, % at 10 µM | hit rate 0.06% among 320,000; in the data active = inhibition above about 10%, passing the limit was not always enough; inconclusive = no clear call, values can overlap the other calls
# Target sequence (P9WIQ1 whole entry, looked up): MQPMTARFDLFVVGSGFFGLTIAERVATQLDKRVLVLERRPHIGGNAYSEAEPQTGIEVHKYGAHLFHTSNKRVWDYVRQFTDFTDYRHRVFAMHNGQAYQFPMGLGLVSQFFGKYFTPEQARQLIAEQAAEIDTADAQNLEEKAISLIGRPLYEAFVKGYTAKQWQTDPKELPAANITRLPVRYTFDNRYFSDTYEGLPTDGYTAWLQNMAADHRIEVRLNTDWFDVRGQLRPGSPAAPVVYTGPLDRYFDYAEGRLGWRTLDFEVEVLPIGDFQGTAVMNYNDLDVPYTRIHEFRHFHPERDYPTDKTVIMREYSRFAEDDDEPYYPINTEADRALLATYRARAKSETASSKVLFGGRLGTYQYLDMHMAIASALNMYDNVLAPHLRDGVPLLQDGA
# FadD28 FP inh: inhibitors of FadD28 bisubstrate probe binding, primary screen, biochemical, fluorescence polarization, single point. inhibition, % at 12.5 µM. hit rate 0.22% among 360,000; in the data active = inhibition above about 8.5%, passing the limit was not always enough; inconclusive = no clear call, values can overlap the other calls
# BoNT-F LC inh: BoNT/F light chain protease inhibitors, primary screen, biochemical, flow cytometry, MLPCN library | Botulinum neurotoxin type F light chain protease (Clostridium botulinum) | Multiplex microsphere protease cleavage assay | inhibition, % at 10 µM | hit rate 0.22% among 360,000 | AID 588497, 2011; in the data active = inhibition above about 35%, passing the limit was not always enough; inconclusive = no clear call, values can overlap the other calls; also: plate controls were buffer without enzyme for full effect and enzyme alone for no effect
# BoNT A protease: BoNT/A light chain protease inhibitors, primary screen, biochemical, flow cytometry, MLPCN library; AID 588499, 2011; inhibition, % at 10 µM; hit rate 0.17% among 360,000; multiplex microsphere protease substrate cleavage; in the data active = inhibition above about 30%; inconclusive = no clear call, values can overlap the other calls; also: plate controls were buffer without enzyme for full effect and enzyme alone for no effect
# GDH-TPI counter: GDH-TPI coupling enzyme inhibitors, primary screen, artefact control for M. tuberculosis FBA inhibitor project, biochemical, absorbance, full deck. inhibition, % at 4.8 µM. GDH-TPI coupled enzyme counterscreen, NADH absorbance. AID 588335, 2011. hit rate 1.2% among 360,000;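 also: 0% = DMSO wells and 100% = wells lacking the enzyme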
# Mtb BioA inh: M. tuberculosis BioA enzyme inhibitors, primary screen, biochemical, plate reader, single point, HTS. hit rate 0.096% among 360,000. 7,8-diaminopelargonic acid synthase BioA (Mycobacterium tuberculosis). inhibition, % at 9.99 µM. AID 602481, 2012. purified M. tuberculosis BioA enzyme; in the data active = inhibition above about 40%; inconclusive = no clear call, values can overlap the other calls
# An asterisk follows results filed as active; ? = inconclusive; . = not tested or not shown. Rule as the data show it, unless noted: active = inhibition above about 30%; inactive = the rest. Rows were taken by chance. Share with any hit: about 4.8%.
# Sequence of screens – CCHF vOTU inh	PrPC TRFRET	Mtb FBA inh	Mtb UGM inh	FadD28 FP inh	BoNT-F LC inh	BoNT A protease	GDH-TPI counter	Mtb BioA inh
- CN1C=CC=C/C1=C1/N=C(c2ccccc2)OC1=O
 : 3.0	4.5	5.4	-2.9	-1.2	2.0	0.1	0.0	.
- Cc1cccc(CCNC(=O)C2CCC(=O)N(Cc3ccc(Cl)cc3)C2)n1 (configuration not stated)
 : -1.1	-7.5	0.2	-0.6	-3.7	-5.1	0.5	-8.4	-1.4
- O=C(N/N=C\c1ccc2c(c1)OCO2)c1ccc(Cn2cc(Br)c([N+](=O)[O-])n2)o1
 : 4.2	3.2	-3.4	-2.2	-3.4	1.7	-0.3	-0.3	-1.1
- COc1ccc(CN(C(=O)c2cc(=O)c3ccccc3o2)C2CCS(=O)(=O)C2)cc1OC (configuration not stated)
 : 0.6	10.0	-2.6	0.6	-1.6	-5.0	-0.2	6.0	14.1
- O=C(COC(=O)c1ccccc1NC(=O)c1ccco1)NCC1CCCCC1
 : 1.4	8.4	-3.6	-1.2	-2.7	3.7	-0.2	-8.7	-0.4
- CNC(=O)c1ccc(OC2CSC2)cc1
 : -1.8	-0.3	3.6	-0.9	0.8	-10.1	-0.4	6.6	-1.9
- Oc1ccc(CCc2n[nH]c(=S)n2-c2ccc(F)cc2)cc1
 : -9.0	-4.0	0.3	0.3	0.9	2.3	0.7	-8.1	1.3
- COc1cc(/C=C/C(=O)OCC(=O)N2CCN(S(=O)(=O)c3ccc(C)cc3C)CC2)ccc1OC(F)F
 : 5.1	-4.9	-1.5	.	-1.5	-4.4	-0.2	-1.6	-2.8
- CCOC(=O)CSc1nn(C)c(=S)s1
 : 10.2	-2.1	0.4	-0.9	-1.8	3.9	-0.5	3.4	-0.6
- O=CN1CCN(CC(O)Cn2c3ccccc3c3ccccc32)CC1 (configuration not stated)
 : -14.1	2.9	3.9	0.8	-1.0	-12.4	-3.6	7.7	-0.7
- O=C(c1ccc(NC2=NC3CS(=O)(=O)CC3S2)cc1)N1CCc2ccccc2C1 (configuration not stated)
 : -2.8	-1.9	7.0	-0.1	1.6	-6.5	-1.2	-1.4	0.3
- Cc1ccccc1-n1c(N)cc(=O)[nH]c1=S
 : -14.3	-2.9	-0.8	4.6	-1.6	-0.7	0.0	2.8	0.3
- CCOC(=O)c1oc2ccc(/C=N/O)c(Cl)c2c1C
 : 1.8	6.9	-1.8	-1.3	-2.7	-1.2	0.5	-7.0	.
- c1ccc(OCCOCCN2CCN(C(c3ccccc3)c3ccccc3)CC2)cc1
 : 14.4	6.0	2.9	.	-1.9	0.2	1.5	23.5	0.6
- Cc1cccn2c(=O)c(C=O)c(N3CCCCC3)nc12
 : -1.1	-2.4	3.0	-0.2	1.3	-1.8	-0.6	3.5	-2.0
- COc1ccccc1CNC(=O)c1oc2ccc(S(=O)(=O)N3CCCC3)cc2c1C
 : .	.	0.4	0.8	1.3	10.8	0.3	12.7	-2.0
- COc1ccc(C(=S)N2CCCCC2)cc1Br
 : -1.8	1.1	-0.5	2.1	-5.5	2.1	0.2	-5.7	17.6
- CC(=O)c1ccc2c3c(cc(C)c2c1)CCCC3
 : -13.2	-0.1	16.1	.	-1.5	-4.2	0.6	9.9	1.2
- O=C(NCCSc1c[nH]c2ccccc12)c1ccco1
 : 17.1	-12.6	-2.6	-1.7	-1.4	-3.0	0.2	4.0	-1.0
- O=C(NCC(c1ccco1)N1CCc2ccccc2C1)c1ccc(Cl)cc1 (configuration not stated)
 : -5.0	-2.7	1.5	-0.9	-5.5	-4.3	-0.4	3.9	-0.6
- CCOc1cc(C)c(C(C)C)cc1S(=O)(=O)NCc1ccccn1
 : -0.3	5.4	-2.6	0.7	-1.4	0.4	1.0	13.6	-1.5
- CCN(CC)c1ccc(S(=O)(=O)N2CCOCC2)cc1NC(=O)Nc1ccccc1
 : 8.1	12.1	-3.1	-4.2	-1.7	4.0	0.1	2.5	-0.2
- CC(=O)C1=C(C)NC(SCC(=O)c2ccc(Cl)cc2)=C(C#N)C1c1ccco1 (configuration not stated)
 : 6.7	-3.3	-1.6	1.2	-2.3	0.4	9.5	12.8	-0.5
- CC(=O)C1=C(O)C(=O)N(Cc2cccnc2)C1c1ccccc1 (configuration not stated)
 : 4.0	-9.3	-2.4	0.9	-0.2	0.5	1.5	18.5	1.2
- c1ccc(N2CCN(c3nc(-c4cccs4)nc4ccccc34)CC2)cc1
 : -7.5	10.1	5.9	0.4	-2.8	-1.5	0.0	2.0	.
- Cn1ccs/c1=N\C(=O)Nc1cccc(C(F)(F)F)c1
 : -4.7	2.5	-0.3	-3.8	1.3	-13.4	-1.2	8.8	0.5
- O=C(CCC1CCCC1)Nc1ccc([N+](=O)[O-])cn1
 : -5.8	-11.2	-2.0	-1.1	-2.6	-1.7	0.5	11.6	.
- COc1ccc(C(=O)O/N=C(/c2ccccc2)c2ccncc2)cc1OC
 : 3.2	6.1	1.1	-1.9	-4.7	-2.8	-1.1	-0.3	.
- COC(=O)[C@@]1(Cc2ccc(F)cc2)[C@H]2c3cc(C(=O)N(C)C)n(CCN4CCOCC4)c3C[C@H]2CN1C(=O)c1ccccc1
 : -4.8	-8.2	.	.	.	-1.5	-0.6	.	.
- CN(C(=O)COC(=O)c1cc(=O)[nH]c2ccccc12)c1c(N)n(Cc2ccccc2)c(=O)[nH]c1=O
 : -14.0	1.7	1.5	3.4	-2.0	-2.6	-1.7	6.2	0.9
- CC(C)CC1(C)NC(=O)N(CC(=O)Nc2cccc(S(=O)(=O)N(C)c3ccccc3)c2)C1=O (configuration not stated)
 : 16.7	3.4	-0.5	-0.2	-4.6	-11.1	-1.6	0.6	.
- COc1ccc(C(=O)NCCN2CCCC2)cc1
 : 3.0	2.6	0.5	0.6	-0.7	14.7	0.3	4.9	-1.7
- CC(=O)c1ccc(NC(=O)c2onc(C)c2Cl)cc1
 : 8.5	2.5	3.3	0.6	-0.5	20.8	-0.3	13.8	0.0
- CC1CN(c2nc3c(c(=O)n(C)c(=O)n3C)n2Cc2c(F)cccc2Cl)CC(C)O1 (configuration not stated)
 : 1.6	-0.8	1.2	-3.6	-4.0	6.0	3.8	-13.3	-0.4
- Cc1ccc2cc(C)c3nnc(SCC(=O)NCc4ccco4)n3c2c1
 : .	.	3.2	-2.4	0.4	2.2	1.1	4.0	.
- COc1ccc(C(O)P(=O)(OC2CCCCC2)c2ccc(N(C)C)cc2)cc1OC (configuration not stated)
 : 2.8	-3.1	1.0	-0.1	0.2	-1.3	0.3	-0.6	1.0
- COC(=O)CCC(=O)OC1(C)C(=O)C2=CN(Cc3ccc4c(c3)OCO4)C(c3ccc(OC)cc3)=CC2=C(Br)C1=O (configuration not stated)
 : .	.	9.0	-1.0	-2.9	-25.5	8.5	21.9	1.0
- COc1ccc([C@@H]2C(C#N)=C(N)S[C@@H](c3ccccc3)[C@@H]2[N+](=O)[O-])cc1
 : -10.5	5.4	-3.2	0.8	-3.8	-3.6	-1.0	3.4	-1.2
- CC(C(=O)Nc1ncc2c(n1)CC(C)(C)CC2=O)N1C(=O)c2ccccc2C1=O (configuration not stated)
 : -6.2	-9.0	0.8	6.3	-2.3	2.5	0.4	-5.1	0.2
- Cc1ccc(CSc2ccc(S(=O)(=O)N3CCOCC3)cn2)cc1
 : 12.9	0.3	0.8	-1.1	-2.5	.	.	0.0	-0.4
- CCOC(=O)c1ccccc1NC(=O)CN(c1ccccc1OC)S(C)(=O)=O
 : 0.3	-1.7	4.1	0.2	1.6	-11.1	0.7	4.9	-1.2
- Cc1cc(C(=O)NCC(C)C)c2ccccc2n1
 : 1.6	6.5	-5.2	1.8	-4.4	9.5	1.4	9.6	-0.6
- O=C(N/N=C/c1coc2ccc(Cl)cc2c1=O)c1ccncc1
 : -4.4	4.3	2.1	-1.4	0.0	-12.1	-1.4	-5.9	7.5
- CCOc1ccc(-c2cc(C(=O)NCCCN3CCN(CC)CC3)c3ccccc3n2)cc1
 : -40.4	-18.2	46.3*	-0.8	-1.7	-3.8	?	22.5	.
- Cc1ccc(C(=O)OCC(=O)c2c(N)n(C)c(=O)n(C)c2=O)cc1S(=O)(=O)N1CCCCC1
 : 11.1	8.9	-0.2	0.9	-1.3	-4.5	0.2	5.2	.
- COc1ccccc1CNC(=O)c1cc2sccc2n1C
 : .	.	1.4	0.5	-1.6	-5.9	-0.7	5.5	.
- CN(C)c1nnnn1-c1ccc(OC(F)(F)F)cc1
 : -7.0	0.6	-2.9	-2.2	1.1	-0.8	-0.5	1.9	.
- COc1cccc2c(=O)cc(C)n(CC(=O)Nc3ccccc3C)c12
 : -0.3	7.6	20.9	1.5	-3.9	8.6	-0.1	10.2	-2.3
- CCOc1ccc(NC(=O)CCC(=O)NNC(=O)Nc2ccc(Cl)cc2)cc1
 : -7.5	7.1	0.2	2.0	-0.4	-4.7	-0.9	12.6	.
- C/C=C/c1ccc(OCC(=O)OCC(=O)Nc2c(C)nn(-c3ccccc3)c2C)c(OC)c1
 : 2.8	-3.4	-3.4	1.8	-3.7	-4.2	-1.0	-0.7	.
- Cc1cccc(NC(=O)Cn2ccn(-c3ccc4c(c3)OCCO4)c(=O)c2=O)c1
 : 6.0	-8.0	-0.1	0.6	2.1	4.7	-6.7	10.0	0.0
- COc1ccc(-c2nn3c(-c4ccccn4)nnc3s2)cc1OC
 : -1.5	5.9	7.1	-2.1	-5.4	1.9	?	21.9	4.9
- O=C(C1CCCN(Cc2nc(-c3ccc(Cl)cc3)no2)C1)N1CCOCC1 (configuration not stated)
 : 9.8	5.0	-0.4	3.0	-4.9	-0.7	-0.6	-1.6	.
- C=CCOc1ccc2oc(=O)cc(C)c2c1
 : 1.2	7.4	13.7	0.7	-3.1	-2.1	0.2	7.5	0.7
- O=C(CC1CCCC1)Nc1cccc(Br)c1
 : 12.0	7.3	4.1	-1.0	-0.6	-8.5	-0.7	9.7	-0.6
- CCOC(=O)c1cccc(NC(=O)CSc2nnc(C3CCCCC3)n2C)c1
 : 5.3	-1.1	-5.5	0.2	-4.9	6.8	-0.7	-5.0	-0.8
- O=C(CCCCCNC(=O)N1CCn2c1nc1ccccc12)N[C@H](C(=O)O)c1ccccc1
 : -6.0	-1.0	1.4	1.5	-2.4	-1.0	1.1	0.0	-0.6
- CSCCC(NC(=O)c1cccc(C)c1)C(=O)NNC(=O)c1cccs1 (configuration not stated)
 : 6.8	6.0	2.8	1.0	1.2	.	.	3.2	1.3
- CCn1c(SC(C)C(=O)N2CCOCC2)nc2sc(C)c(C)c2c1=O (configuration not stated)
 : 3.6	-3.5	0.0	-1.0	0.0	4.1	4.0	-8.6	0.0

# 3 compounds picked at random from those above:
# Sequence of screens – CCHF vOTU inh	PrPC TRFRET	Mtb FBA inh	Mtb UGM inh	FadD28 FP inh	BoNT-F LC inh	BoNT A protease	GDH-TPI counter	Mtb BioA inh
- CCOc1ccc(-c2cc(C(=O)NCCCN3CCN(CC)CC3)c3ccccc3n2)cc1
 : -40.4	-18.2	46.3*	-0.8	-1.7	-3.8	?	22.5	.
- CN(C)c1nnnn1-c1ccc(OC(F)(F)F)cc1
 : -7.0	0.6	-2.9	-2.2	1.1	-0.8	-0.5	1.9	.
- O=C(N/N=C\c1ccc2c(c1)OCO2)c1ccc(Cn2cc(Br)c([N+](=O)[O-])n2)o1
 : 4.2	3.2	-3.4	-2.2	-3.4	1.7	-0.3	-0.3	-1.1
